# DNMT1 block – inhibitors of human DNMT1 | DNMT1 molecular beacon, Hinp1I cleavage, fluorescence | 360,000 tested, 0.83% active | inhibition (reported as % activation of signal), % at 10 µM | AID 588458; in the data active = inhibition above about 50%
# NRP1-CendR mod – NRP-1/CendR interaction modulation | O14786 | FAM-RPARPAR peptide binding to NRP-1, fluorescence polarization | inhibition, % at 25 µM | 360,000 tested, 0.85% active | AID 602438;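 active = inhibition or corrected inhibition above about 18%, plus a signal ratio from 0.5 to 1.5, limit read from the data, passing the limit was not always enough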; note: strong numbers were not always called active
# SKN-1 block – C. elegans SKN-1 inhibition | C. elegans VP596 Pgst-4::GFP/RFP ratio, acrylamide-induced, 24 h | inhibition, % at 21.8 µM | 360,000 tested, 0.49% active;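 active = interference check ratio from 0.5 to 1.5 plus GFP to RFP signal ratio inhibition reaching or exceeding a fixed threshold, cut at about 30% in these data, passing the limit was not always enough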; note: some compounds called inactive have numbers as strong as hits
# STEP block – inhibitors of human striatal-enriched phosphatase STEP | P54829 | recombinant STEP, OMFP fluorogenic substrate, fluorescence | inhibition, % at 20 µM | 360,000 tested, 0.25% active;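 active = inhibition at 20 µM, scaled per plate between control wells, above about 37%, limit read from the data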;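 note: 0% = DMSO with enzyme and substrate and 100% = substrate only without enzyme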
# Target sequence (P54829 whole entry, looked up): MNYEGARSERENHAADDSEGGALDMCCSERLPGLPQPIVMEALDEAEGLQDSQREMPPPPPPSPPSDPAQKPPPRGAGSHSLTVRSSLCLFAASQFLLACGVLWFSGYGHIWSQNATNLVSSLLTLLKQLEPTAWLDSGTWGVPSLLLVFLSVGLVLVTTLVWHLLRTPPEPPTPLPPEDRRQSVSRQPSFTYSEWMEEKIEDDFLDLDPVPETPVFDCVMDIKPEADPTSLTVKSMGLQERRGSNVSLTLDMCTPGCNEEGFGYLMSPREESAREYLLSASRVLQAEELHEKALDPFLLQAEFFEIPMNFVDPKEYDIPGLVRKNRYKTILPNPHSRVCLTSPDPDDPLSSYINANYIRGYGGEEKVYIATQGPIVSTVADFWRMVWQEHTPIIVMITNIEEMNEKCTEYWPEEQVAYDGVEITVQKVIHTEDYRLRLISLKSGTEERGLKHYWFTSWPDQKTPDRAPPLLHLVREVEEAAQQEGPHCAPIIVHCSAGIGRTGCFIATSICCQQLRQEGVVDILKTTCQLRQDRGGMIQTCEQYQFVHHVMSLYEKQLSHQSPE
#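 System: STEP (striatal-enriched tyrosine phosphatase) enzyme, cell-free; medium: Bis-Tris pH 6.0 buffer with DTT, detergent; dosing: 20 µM, 1% DMSO; times: reaction 20 min, ambient temperature; detection: fluorescence, 480/540 nm; read-out basis: normalized % inhibition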
# Rpn11 inh – blocks the human proteasome subunit Rpn11. calls only at 20 µM. 360,000 tested, 0.59% active. human 26S proteasome, Ub4-pepOG fluorescence polarization; 20S core pre-blocked with epoxomicin;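 active = inhibition at 20 µM, scaled to each plate's controls, above about 33%, limit read from the data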
# Target sequence (O00487 whole entry, looked up): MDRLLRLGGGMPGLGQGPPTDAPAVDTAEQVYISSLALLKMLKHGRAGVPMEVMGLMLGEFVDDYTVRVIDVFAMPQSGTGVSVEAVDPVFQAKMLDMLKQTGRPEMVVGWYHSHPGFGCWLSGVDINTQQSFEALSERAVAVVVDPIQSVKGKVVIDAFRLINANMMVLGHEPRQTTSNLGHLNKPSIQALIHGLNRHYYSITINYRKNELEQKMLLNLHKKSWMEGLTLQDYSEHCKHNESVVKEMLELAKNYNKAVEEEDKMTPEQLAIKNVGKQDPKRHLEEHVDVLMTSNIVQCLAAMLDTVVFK
# MT1-MMP act inh – inhibitors of human MT1-MMP activation; P50281; HT1080 RFP-PRO-GFP cells, GFP/RFP ratio fluorescence, overnight; percent of plate control window, DMSO zero; GFP/RFP ratio change, % at 20 µM; 360,000 tested, 0.061% active; AID 651647;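 active = GFP/RFP ratio change of at least 30% with cell ATP level not reduced by more than half and red fluorescence within 50% of control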; note: strong numbers were not always called active
#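 Assay system: HT1080 RFP-PRO-GFP cells. Benchmarks: DMSO vehicle wells and RFP-L50D-GFP reporter cell wells. Times: overnight cell settling, then overnight compound exposure, 37 °C, 5% CO2. Compound: 20 µM single dose, 1% DMSO. Read-out basis: GFP/RFP fluorescence ratio.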
# NadD inh – NadD (S. aureus) enzyme inhibition | purified NadD enzyme, colorimetric absorbance read-out | inhibition, % at 20 µM | 360,000 tested, 0.78% active; in the data active = inhibition above about 26%; note: some compounds past the cut are filed as inactive
# Scp-1 inhibitor – blocks human Scp-1 phosphatase activity | Recombinant Scp1, phosphopeptide, malachite green phosphate absorbance | inhibition, % at 20 µM | Q9GZU7 | 340,000 tested, 0.88% active;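 active = inhibition above about 50% at 20 µM, limit read from the data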;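 note: plate controls were DMSO wells with enzyme for no effect and wells lacking enzyme for full effect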
# Target sequence (Q9GZU7 76-261 limits assumed): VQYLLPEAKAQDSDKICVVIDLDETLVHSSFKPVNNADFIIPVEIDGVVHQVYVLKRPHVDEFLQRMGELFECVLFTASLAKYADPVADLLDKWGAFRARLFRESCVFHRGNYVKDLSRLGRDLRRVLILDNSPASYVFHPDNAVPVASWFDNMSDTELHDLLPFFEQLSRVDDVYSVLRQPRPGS
#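 Test system: SCP-1 phosphatase catalytic domain, residues 76-261 | Compound dosing: One concentration, 20 µM, with 1.0% DMSO | Schedule: 45 min room-temperature reaction, 5 min colour, 30 min stabiliser | Detection: Absorbance at 630 nm | Read-out basis: % inhibition of SCP-1 phosphate liberation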
# SUMO1 PPI mod – alters human SUMO1 binding to SIM partners | P63165 | SUMO1 binding to a labelled peptide, TR-FRET, 1 h | inhibition, % at 20 µM | 360,000 tested, 0.33% active | AID 602429; in the data active = inhibition above about 37%
# LMPTP block – LMPTP (human) inhibition. P24666. recombinant LMPTP-A, OMFP fluorogenic substrate, fluorescence intensity. inhibition, % at 20 µM. 360,000 tested, 0.22% active;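 active = compounds that cut the enzyme signal by at least half of the control window in the single-dose screen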;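 note: plate controls were DMSO wells with enzyme plus substrate for no effect and substrate without enzyme for full effect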
#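 Test system: LMPTP-A phosphatase enzyme. Amount: LMPTP-A at 0.625 nM final in the reaction. Reagent: OMFP substrate, 400 µM final. Times: 50 min at room temperature. Signal: endpoint fluorescence intensity from OMFP dephosphorylation. Read-out basis: % inhibition. Benchmarks: no-enzyme and uninhibited controls.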
# Numbers without * were called inactive; i = inactive; x = not tested or not shown.
# Each structure is followed by: DNMT1 block	NRP1-CendR mod	SKN-1 block	STEP block	Rpn11 inh	MT1-MMP act inh	NadD inh	Scp-1 inhibitor	SUMO1 PPI mod	LMPTP block
O=C(NCc1ccc(F)cc1)C1CCN(c2cnccn2)CC1
→ -1	1	-2	0	i	4	1	-3	1	0.8
O=C(CCCc1ccccc1)NCc1cn2ccsc2n1
→ 4	3	-11	-1	i	3	5	-5	-5	-1.4
CCOC(=O)C1CCN(S(=O)(=O)c2cc(Br)cc3c2N(C(=O)C2CC2)CC3)CC1
→ -1	-16	12	-2	i	0	-2	3	3	0.3
CC(C)(C)OC(=O)N1CCC(c2cc(=O)n3[nH]cc(C(=O)NC4CCCC4)c3n2)CC1
→ -2	-19	-13	-2	i	-1	23	3	9	-1.1
CCCC(=O)N1CCCC(c2cc(C(=O)NCc3cccnc3)no2)C1 (stereo not given)
→ -2	9	-2	-3	i	-2	-2	x	-6	1.1
O=C(NCCF)C1Nc2ccc(OC(F)(F)F)cc2C2C=CCC12 (stereo not given)
→ -4	5	-1	-3	i	0	-2	-8	-1	-1.4
CCc1ccc(C2CC(c3ccc(F)cc3)Nc3nc(N)nn32)cc1 (stereo not given)
→ -1	-6	10	3	i	13	6	-16	5	-1.6
CSc1nc(N)nc2c1ncn2CC(=O)N1CCN(c2ccccn2)CC1
→ 6	0	-9	-2	i	4	-1	10	3	-0.4
COc1cc(OC)cc(-c2nc3ccccc3s2)c1
→ -9	4	14	-2	i	-2	-11	-4	-6	3.1
Cn1c(CC(=O)Nc2ccccc2Cl)nnc1SCC(=O)NC1=NCCS1
→ 1	6	-4	0	i	4	5	-5	-4	-0.8
Nc1nc(N2CCN(C/C=C/c3ccccc3)CC2)nc2ccccc12
→ -2	-4	-2	-7	i	-4	-9	-12	0	8.0
O=C(Cn1cnc2cc([N+](=O)[O-])ccc2c1=O)Nc1cccc2ccccc12
→ -4	-2	-7	-2	i	3	8	-19	-21	1.2
Cc1ccc(NC2=NC(C(=O)Nc3ccc(C)c(C)c3)CC(=O)N2)cc1 (stereo not given)
→ 4	13	-18	1	i	17	8	0	-2	-1.8
CC1(C)CC(=O)C(C=NCCN2CCN(C(=S)NC3CCCCC3)CC2)=C(O)C1
→ 3	3	-7	-2	i	-7	-1	-4	1	-1.4
CC(C)C(=O)NCC(c1ccc2c(c1)OCO2)N1CCOCC1 (stereo not given)
→ 3	8	17	-1	i	0	2	-9	6	-0.8
Cc1c([N+](=O)[O-])c(N)nn1C
→ 4	-8	10	3	i	-1	-5	51*	22	-1.0
Cc1ccc(NCc2nnc(SCC(=O)Nc3ncc(C)s3)n2Cc2ccco2)c(C)c1
→ 1	-7	-7	1	i	-2	3	3	6	-0.9
CCOC(=O)N1CCN(C(=O)CSc2ccc(-c3ccncc3)nn2)CC1
→ -1	9	-12	0	i	2	-6	-9	7	-2.0
CCOC(=O)c1cnc(-c2ccccc2)nc1Oc1ccc(Cl)cc1
→ -1	-1	-5	2	i	-2	7	-16	1	-0.1
Cc1ccc(C)c(S(=O)(=O)n2cnc3ccccc32)c1
→ 14	3	1	-3	i	-4	-3	0	24	-1.3

# Ordered by the number under Scp-1 inhibitor (ascending): some entries from above
Molecule | Scp-1 inhibitor
CCOC(=O)c1cnc(-c2ccccc2)nc1Oc1ccc(Cl)cc1 | -16
CC1(C)CC(=O)C(C=NCCN2CCN(C(=S)NC3CCCCC3)CC2)=C(O)C1 | -4
Cc1ccc(NCc2nnc(SCC(=O)Nc3ncc(C)s3)n2Cc2ccco2)c(C)c1 | 3

# Look-ups from the list.
# Value for `Cc1ccc(NCc2nnc(SCC(=O)Nc3ncc(C)s3)n2Cc2ccco2)c(C)c1` in Scp-1 inhibitor: 3
# Value for `CCOC(=O)c1cnc(-c2ccccc2)nc1Oc1ccc(Cl)cc1` in STEP block: 2
# Value for `O=C(Cn1cnc2cc([N+](=O)[O-])ccc2c1=O)Nc1cccc2ccccc12` in SKN-1 block: -7

# Next section:
# Each structure is followed by: DNMT1 block	NRP1-CendR mod	SKN-1 block	STEP block	Rpn11 inh	MT1-MMP act inh	NadD inh	Scp-1 inhibitor	SUMO1 PPI mod	LMPTP block
COc1ccc(CNC(=S)Nc2ccc(Br)cc2)cc1
→ 0	6	1	2	i	5	-11	-12	5	1.0
CC(NC(=O)c1cncc(Br)c1)c1ccc(S(N)(=O)=O)cc1 (stereo not given)
→ 0	-10	-18	-3	i	0	-1	0	0	-2.0
Cc1cc(C(=O)c2ccc3ccccc3c2)c(C)o1
→ -2	15	13	-2	i	1	-3	12	6	0.9
CC1(C)SC(=Nc2ccccc2)N(S(=O)(=O)c2ccccc2)C1=O
→ 2	-2	7	1	i	2	0	-7	-8	-2.0
CCC1CCCCN1C(=O)CSc1nnc(CNC(=O)c2cc(OC)c(OC)c(OC)c2)o1 (stereo not given)
→ 1	-8	5	3	i	3	-2	-6	1	-0.4
O=C(Cc1ccc(Br)cc1)OCC(=O)c1ccc[nH]1
→ -1	-2	16	1	i	3	-4	22	-2	-1.0
CCOC(=O)c1ccc(NC(=O)c2nc[nH]c2C(=O)N[C@@H](C)C(=O)OC(C)(C)C)cc1
→ -14	4	13	-1	i	0	-3	-11	-1	4.5
COc1cc(-c2nnc(SCc3cccnc3)n2C)cc(OC)c1O
→ 1	1	3	-2	i	-1	2	-3	-1	-2.9
C=CCn1c(C)nnc1SCC(=O)Nc1nc(C)c(C(=O)N(C)C)s1
→ 2	-4	0	0	i	-1	0	-2	5	0.5
O=C(CO/N=C/c1ccc(OC(F)F)cc1)NCc1cccs1
→ -5	2	5	0	i	1	-6	-4	0	0.6
CN(C)S(=O)(=O)c1ccc(Cl)c(C(=O)Nc2cccc([N+](=O)[O-])c2)c1
→ -6	12	-4	0	i	-6	0	-9	-21	0.4
COc1cc(CC(=O)NCC(C)(C)N2CCOCC2)cc(OC)c1OC
→ -1	2	7	-2	i	1	-3	-5	-7	-9.1
CCCc1cc(=O)[nH]c(SCCOc2ccc(OCC)cc2)n1
→ 4	1	-5	-1	i	10	1	7	1	0.9
COc1cccc(NC(=O)NC2CCCCCCC2)c1
→ 2	-3	-9	-2	i	5	-6	-4	2	1.8
CC(=O)Nc1ccc(NC(=O)CSc2nnc(C)c(=O)n2N)cc1
→ 1	9	5	-3	i	5	-3	-8	0	-0.9
CC(C)NC(=S)N/N=C/C1=CCC2CC1C2(C)C (stereo not given)
→ 0	-13	7	1	i	4	-4	1	-7	1.6
CC/C(O)=C1\C(=O)CC(C)(C)CC1=NCCc1nc2ccccc2[nH]1
→ 0	6	-13	2	i	0	-6	-5	6	-0.9
O=P(Cc1ccncc1)(c1ccccc1)c1ccccc1
→ -2	-5	14	2	i	-2	-1	-18	-1	0.2
CCOC(=O)Nc1sc(=S)n(C)c1C
→ 0	-1	3	2	i	5	4	-4	-1	-0.7
O=C1OCCC1Sc1nc2ccccc2c(=O)n1Cc1ccccc1 (stereo not given)
→ 1	12	6	2	i	0	-2	-5	2	0.2
CCN1CCN(CCCNC(=O)c2ccc3c(c2)N(Cc2ccc(C)cc2)CCS3)CC1
→ 1	3	12	-3	i	0	-8	-7	-10	-4.3
Cc1ccccc1NC(=O)c1ccccc1NC(=O)c1ccco1
→ 2	-7	-21	-1	i	0	-10	0	-2	-0.2
COc1ccc(N2CCN(C(CNC(=O)C(=O)NC3CC3)c3ccco3)CC2)cc1 (stereo not given)
→ 0	12	-14	2	i	-1	4	-1	4	-0.1
CC(SCc1ccccc1)C(=O)N/N=C/c1ccc2c(c1)OCO2 (stereo not given)
→ -5	-4	22	0	i	3	7	-8	-4	-0.9
CCOC(=O)[C@@H]1[C@H]2COc3ccc(Br)cc3[C@@H]2N2C(=O)N(c3ccc(F)cc3)C(=O)[C@]12C
→ -1	-8	3	-2	i	-4	-1	-6	1	0.4
CC1CCN(S(=O)(=O)N2CCCC(C(=O)NCc3ccc(F)cc3)C2)CC1 (stereo not given)
→ 2	3	-3	-3	i	-6	-7	-8	1	1.3
C[C@]12C(=O)N(c3ccc(Br)cc3)C(=O)N1[C@H]1c3ccccc3OC[C@@H]1[C@H]2c1ccccc1
→ 6	-16	13	5	i	6	8	-11	-3	1.5
CCC(=O)N1CCC1(C)C(=O)Nc1cccc(Oc2ccccc2)c1 (stereo not given)
→ 1	3	-3	-2	i	-3	-3	x	9	-0.2
Nc1ccc(CCn2ccnc2)cc1
→ -7	2	-2	1	i	-5	34*	-13	-13	46
CN(C)S(=O)(=O)c1ccc(C(=O)NCC(=O)N/N=C/c2cccs2)cc1
→ 0	-8	-8	-3	i	2	-4	-6	-8	-0.6
COc1ccccc1OCc1ccc(C(=O)NCc2ccco2)o1
→ 11	1	2	-1	i	-5	-1	10	-4	-0.3
C[C@@]12CCC=C[C@H]1[C@H](c1ccc(/C=C/c3ccccc3)cc1F)N(Cc1ccccc1)C2=O
→ 8	21*	5	3	i	-7	8	-5	2	5.3
CC(C)(C)c1ccc(C(=O)OCC(=O)Nc2sc3c(c2C#N)CCC3)cc1
→ 9	13	-9	2	i	2	-2	-2	3	-1.5

# In the list so far, these have an aryl methoxy group.
# Each structure is followed by: DNMT1 block	NRP1-CendR mod	SKN-1 block	STEP block	Rpn11 inh	MT1-MMP act inh	NadD inh	Scp-1 inhibitor	SUMO1 PPI mod	LMPTP block
COc1cc(OC)cc(-c2nc3ccccc3s2)c1
→ -9	4	14	-2	i	-2	-11	-4	-6	3.1
COc1ccc(CNC(=S)Nc2ccc(Br)cc2)cc1
→ 0	6	1	2	i	5	-11	-12	5	1.0
CCC1CCCCN1C(=O)CSc1nnc(CNC(=O)c2cc(OC)c(OC)c(OC)c2)o1 (stereo not given)
→ 1	-8	5	3	i	3	-2	-6	1	-0.4
COc1cc(-c2nnc(SCc3cccnc3)n2C)cc(OC)c1O
→ 1	1	3	-2	i	-1	2	-3	-1	-2.9
COc1cc(CC(=O)NCC(C)(C)N2CCOCC2)cc(OC)c1OC
→ -1	2	7	-2	i	1	-3	-5	-7	-9.1
COc1cccc(NC(=O)NC2CCCCCCC2)c1
→ 2	-3	-9	-2	i	5	-6	-4	2	1.8
COc1ccc(N2CCN(C(CNC(=O)C(=O)NC3CC3)c3ccco3)CC2)cc1 (stereo not given)
→ 0	12	-14	2	i	-1	4	-1	4	-0.1
COc1ccccc1OCc1ccc(C(=O)NCc2ccco2)o1
→ 11	1	2	-1	i	-5	-1	10	-4	-0.3

# Screening results: PubChem, Sanford-Burnham Center for Chemical Genomics
